Screening results (PubChem BioAssay)
N370S GC = inhibits or activates N370S mutant glucocerebrosidase; hit rate 0.092% among 330,000; P04062; Potency, µM (doses to about 59.4 µM), for inactives: at the highest dose activity change, negative = inhibition, hits mostly inhibitors; N370S GC spleen homogenate, 4MU-glucoside fluorescence; active means well fitted inhibition curve with a large enough effect; inconclusive means small, poorly fitted or top-dose-only effect, or effect the other way, or another doubt; inactive means no such curve, though single readings can be large or run the other way;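 further: 0% = full enzyme activity and -100% = no enzyme basal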
Numbers without * were called inactive; ? = inconclusive; & = joins results of further samples; [ ] = remark or other dose. Potency means the concentration at half of the fitted maximal effect. An excerpt. The share of hits here may be higher or lower than overall.

N370S GC	canonical_smiles
11%[12.8 µM]	O=C1[C@H]2[C@H]3[C@H](O)[C@H](O)C/C(=N/OC[C@@H](O)COCc4ccco4)[C@H]3CC[C@@H]2C(=O)N1C[C@@H]1CCCO1
2%	COC(=O)CSc1nc2sc3c(c2c(=O)n1C1CCCCC1)CCN(C)C3
-10%[12.8 µM]	COC(=O)C[C@H]1c2ccccc2[C@H]2C(=C[C@@H](C)[C@H]3C(=O)N(O)C(=O)[C@H]32)N1C(=O)OC
-6%	COC(=O)c1ccc(C(/C=C/[C@@H](C)C(=O)NCc2cc(C)n(C)n2)NC(=O)OCc2ccccc2)cc1 (stereo not given in full)
6%	CC1(C)CC(=O)C(C=Nc2cccc(/N=C/C3=C(O)CC(C)(C)CC3=O)n2)=C(O)C1
-4%[89.1 µM]	Fc1ccc(C2=NCCC(c3ccccc3)O2)cc1 (stereo not given)
0%	COC(=O)[C@@H](NC(=O)O[C@@H]1C(=O)c2cc(OC)ccc2O[C@H]1c1cccc(OC)c1)C(C)C
11%	NC(=O)c1sc2nc3c(c(-c4cccs4)c2c1N)CCCC3
-3%	Clc1cc(Cl)cc(Cl)c1
8%[21.6 µM]	COc1c2c(nc3ccccc13)O[C@H]([C@@](C)(O)CO)C2
-13%	Cc1n[nH]c(C)c1S(=O)(=O)N1CCCC(C(=O)Nc2ccc3c(c2)OCCO3)C1 (stereo not given)
23%	O=C(/C=C/c1ccc(Cl)cc1)N1CCN(c2ncccn2)CC1
-7%	Oc1c(Cl)cc(Cl)cc1C=Nc1ccccc1N1CCCC1
5%	Cc1c(-c2ccncc2)oc2ccc(Br)cc2c1=O
2%[21.6 µM]	C[C@@H](C[N+](C)(C)C)OC(N)=O
9%	COC(=O)C1(Cc2ccccc2)C2c3cc(C(=O)N4CCCC4)n(Cc4ccc(OC(F)(F)F)cc4)c3CC2CN1C(=O)c1ccccc1 (stereo not given)
-7%	O=C(N/N=C(\Cc1ncc[nH]1)c1ccccc1)c1ccccc1
-6%	O=C(O)c1ccc2c(c1)C(=O)N([C@H](Cc1ccc(F)cc1)C(=O)O)C2=O
3%	CCCCC(C=O)CC (stereo not given)
-1%	CC/C=C\C/C=C\C/C=C\C/C=C\C/C=C\C/C=C\CCC(=O)O[C@H](COCCCCCCCCCCCCCCCC)COP(=O)([O-])OCC[N+](C)(C)C
-23%	O=C(Cc1ccccc1[N+](=O)[O-])Nc1ccc(S(=O)(=O)N2CCCC2)cc1
-11%	CC/C=C\C/C=C\C/C=C\C/C=C\C/C=C\C/C=C\CCC(=O)NCCCC(=O)O
15%[89.1 µM]	Cc1ccccc1C1CC(=O)Oc2cc(C)c(Br)c(C)c21 (stereo not given)
-23%	O=C(CC1Nc2ccccc2NC1=O)Nc1ccccc1NC(=O)CC1Nc2ccccc2NC1=O (stereo not given)
1%[12.8 µM]	CC(=O)OC[C@H]1O[C@@H](O/N=C(\C)CCN2CCCCc3nc(C)c(C)cc32)[C@H](OC(C)=O)[C@@H](OC(C)=O)[C@H]1OC(C)=O
2%	CCOc1ccc(N2CCn3c2nc2c3c(=O)n(CCc3ccccc3)c(=O)n2C)cc1
-2%	CC1(OC(=O)c2ccc(Cl)nc2)C(=O)C=C2C=C(c3ccsc3)OC=C2C1=O (stereo not given)
0%&-10%	OC1OC[C@@H](O)[C@H](O)[C@H]1O (stereo not given in full)
-5%	Cc1c(Cl)c(C(=O)Nc2nc3ccccc3n2CCN2CCCCC2)nn1C
-4%	NCCC[C@@H](CC(=O)N[C@@H]1CCNC[C@H]1C(=O)N[C@H](CC(=O)N[C@@H](CCC(=O)O)CC(=O)O)Cc1c[nH]c2ccccc12)NC(=O)C[C@H](CO)NC(=O)[C@@H]1CNCC[C@H]1N

Reprinted from the part before: six entries, followed by the next part.
N370S GC	canonical_smiles
1%[12.8 µM]	CC(=O)OC[C@H]1O[C@@H](O/N=C(\C)CCN2CCCCc3nc(C)c(C)cc32)[C@H](OC(C)=O)[C@@H](OC(C)=O)[C@H]1OC(C)=O
2%	CCOc1ccc(N2CCn3c2nc2c3c(=O)n(CCc3ccccc3)c(=O)n2C)cc1
-2%	CC1(OC(=O)c2ccc(Cl)nc2)C(=O)C=C2C=C(c3ccsc3)OC=C2C1=O (stereo not given)
0%&-10%	OC1OC[C@@H](O)[C@H](O)[C@H]1O (stereo not given in full)
-5%	Cc1c(Cl)c(C(=O)Nc2nc3ccccc3n2CCN2CCCCC2)nn1C
-4%	NCCC[C@@H](CC(=O)N[C@@H]1CCNC[C@H]1C(=O)N[C@H](CC(=O)N[C@@H](CCC(=O)O)CC(=O)O)Cc1c[nH]c2ccccc12)NC(=O)C[C@H](CO)NC(=O)[C@@H]1CNCC[C@H]1N
18%	N#C/C(=C\c1ccc(-c2cccc([N+](=O)[O-])c2)o1)c1nnc(N2CCOCC2)n1-c1ccccc1
8%	O=c1[nH]c(CSc2nc3ccccc3s2)nc2cc(Cl)ccc12
0%	N[C@@H](COC(c1cccc(F)c1)c1ccccc1OCc1ccccc1)C(=O)O (stereo not given in full)
?	Cc1cccc(CN2C(=O)/C(=C\c3ccc(C(=O)NCCCN4CCN(C)CC4)cc3)Oc3ccccc32)c1
9%[2.35 µM]	COc1ccccc1N=C1SC(C)CN1C(=O)C1CCC1 (stereo not given)
-1%	CN1CCc2c(sc3ncn4nc(-c5ccccc5O)nc4c23)C1
-18%[12.8 µM]	COc1ccc(-c2nc3c(c4c2C[C@H](c2ccccc2)OC4)CN(S(=O)(=O)c2ccc(C#N)cc2)CC3)c(C)c1
14%	Cc1cccc(-n2ncc3c(N4CCc5ccccc54)ncnc32)c1
18µM*	C#CCOCCOCCOCCNc1nc(N2CCN(C(=O)CCCCCCCCCCNC(=O)[C@H](CCCCN)n3cc(C)nn3)CC2)nc(N2CCN(C(=O)CCCCCCCCCCNC(=O)[C@@H]([C@H](C)CC)n3cc(CCCCCN)nn3)CC2)n1
3%	CCn1cc(C(=O)Nc2cc(C)ccc2C)c(=O)c2ccc(C)nc21
14%	CC(=O)Nc1cccc(NC(=O)c2oc3ccccc3c2C)c1
2%	Cc1[nH]c(=S)sc1Cc1ccc(Cl)c(Cl)c1
-11%	Cc1nnc(N/N=C/c2c(O)n(-c3cccc(C(F)(F)F)c3)c(=O)c3ccccc23)[nH]c1=O
3%[12.8 µM]	O=C1[C@@H]2[C@H]3[C@H](O)[C@H](O)C/C(=N/OCc4ccccc4)[C@H]3CC[C@H]2C(=O)N1c1ccc(F)cc1F
9%	COc1ccccc1Nc1cc(C(=O)N2CCc3ccccc3C2)c2ccccc2n1
5%	COC(=O)[C@@]1(Cc2ccc(F)cc2)[C@@H]2C(=CC(=O)[C@H]2CC(=O)C(=O)N(C)C)CN1C(=O)c1ccccc1
5%[12.8 µM]	CC(C)=NO[C@@H](C)c1cc(-c2c(C)cc(C)cc2C)no1
-10%	CC(C)CC1(C(=O)NCC2CC2)C=CCN1C(=O)c1ccccc1 (stereo not given)
5%[12.8 µM]	COc1cccc(/C=C/C2=CC3(C)CC2(C)C(c2cccc(OC)c2)CC3=O)c1 (stereo not given)
5%	COc1ccc(N2CCN(c3nc(Nc4ccc(F)cc4)nc(OC)n3)CC2)cc1
7%	O=[N+]([O-])c1ccc(C23CC4CC(CC(O)(C4)C2)C3)cc1
-10%	Oc1ccc2c(c1)OCO2
9%	COC(=O)c1ccc(NC(=O)c2cnc3scc(C)n3c2=O)cc1
3%[187 µM]	O=C1CCCC2CCCCN12 (stereo not given)
-1%	C[C@H](NC(=O)CNC(=O)[C@@H](NC(=O)[C@H](Cc1ccccc1)NC(=O)CNC(=O)CNC[C@@H](N)Cc1ccccc1)[C@@H](C)O)C(=O)N[C@@H](CCCN=C(N)N)C(=O)N[C@@H](CCCCN)C(=O)N[C@@H](CO)C(=O)N[C@@H](C)C(=O)N[C@@H](CCCN=C(N)N)C(=O)N[C@@H](CCCCN)C(N)=O
11%	CC(C)=CCn1cnc2c1C(NOCc1ccccc1)=NCN2
3%	CCCCc1ccc(/C=C2\C(=O)c3ccccc3C(O)=C2C(=O)OCC)cc1
-5%	COc1ccc(CCC(=O)Nc2nc(-c3ccncc3)cs2)cc1
-17%	O=C(c1ccc2c(c1)OCCO2)N1CCN(c2ccc([N+](=O)[O-])cc2)CC1
-13%[12.8 µM]	COC(=O)NC(/C(C(=O)OC)=C(\C)NCc1ccccc1)c1cccc(C)c1 (stereo not given)

4 consecutive entries from above, quoted:
N370S GC	canonical_smiles
11%	CC(C)=CCn1cnc2c1C(NOCc1ccccc1)=NCN2
3%	CCCCc1ccc(/C=C2\C(=O)c3ccccc3C(O)=C2C(=O)OCC)cc1
-5%	COc1ccc(CCC(=O)Nc2nc(-c3ccncc3)cs2)cc1
-17%	O=C(c1ccc2c(c1)OCCO2)N1CCN(c2ccc([N+](=O)[O-])cc2)CC1

The list continues:
N370S GC	canonical_smiles
4%	Cc1ccccc1NC(=O)c1c(O)c2cccc3c2n(c1=O)CC3
3%	COc1ccc(C2=Nn3c(nnc3-c3cc(OC)ccc3OC)SC2)c(OC)c1
10%[12.8 µM]	CC(C)CO/N=C1/C[C@@H](O)[C@@H](O)[C@@H]2[C@@H]3C(=O)N(C4CCCCC4)C(=O)[C@H]3CC[C@@H]12
1%	CCc1nnc(NC(=O)CSc2nnc(-c3ccncc3)n2Cc2ccccc2)s1
1%	CCC(=O)NCCCC[C@H](NC(=O)OCc1ccccc1)C(=O)Nc1ccc2c(C)cc(=O)oc2c1
8%	CN1CCN(CC(=O)N/N=C\c2c[nH]c3ccccc23)CC1
-6%	COCCN=C1OC(=O)N2C(=O)C3=C4C(C[C@H]5C(=O)N(CC(=O)OC)C(=O)[C@H]5[C@H]4[C@@]12Cc1ccccc1)[C@H]1C(=O)N(CC(=O)OC)C(=O)[C@H]1[C@H]3C (stereo not given in full)
10%	CC(C)C[C@@H]1NC(=O)[C@H](Cc2ccc(O)cc2)NC(=O)[C@H](CCC(N)=O)NC(=O)c2cc([N+](=O)[O-])cc(I)c2NCC[C@@H](C(N)=O)NC1=O
5%	COC(=O)c1cc(-c2ccccc2)c2c(=O)n(C)c(=O)n(C)c2n1
-8%	Cc1c(Nc2c3c(c(C#N)c4nc5ccccc5n24)CCC3)c(=O)n(-c2ccccc2)n1C
2%	CCCCCCC=O
-2%	O=C(CN1N=C(c2ccc(Cl)cc2)CCC1=O)NCc1cccs1
-4%	CSCC[C@H](NC(=O)[C@H](Cc1ccccc1)NC(=O)[C@H](Cc1cnc[nH]1)NC(=O)CNC(=O)[C@@H](NC(=O)[C@H](C)NC(=O)[C@H](Cc1c[nH]c2ccccc12)NC(=O)[C@H](CCC(N)=O)NC(=O)[C@@H]1CCCN1C(=O)[C@@H](NC(=O)[C@@H]1CCC(=O)N1)C(C)C)C(C)C)C(N)=O
-4%	COc1ccc(C)cc1NC(=O)c1cc2cc3ccc(C)cc3nc2o1
-3%	CCn1c(=O)n(C2=C(CO)CN(CC3CCCCCCC3)CC2)c2ccccc21
25%[12.8 µM]	COc1ccc(O[C@H]2C=C[C@@H](c3ccccc3)O[C@H]2COC(=O)N2CCCCC2)cc1
-2%	C/C(=N\Nc1nc(-c2ccc(C)cc2)nc2ccccc12)c1ccc([N+](=O)[O-])cc1
-8%	CC(C)Cn1nnnc1S(=O)(=O)Cc1ccccc1
23%	CCOc1ccc(C2C=C(c3ccc(C)cc3)Nc3ncnn32)cc1 (stereo not given)
2%	COC(=O)c1ccc2c(c1)N(Cc1nc(-c3cccc(C)c3)oc1C)C(=O)C1CCCN21 (stereo not given)
-14%	CC(C)C[C@@H](CC(=O)N[C@H](CC(=O)N[C@@H]1CCCC[C@H]1C(=O)N[C@H](CC(=O)N[C@@H](CCC(=O)O)CC(=O)O)Cc1ccccc1)C(C)C)NC(=O)[C@@H]1CCCC[C@H]1N
-15%[12.8 µM]	COc1ccc(-c2nc3c(c4c2C[C@H](c2ccccc2)OC4)CN(S(=O)(=O)c2ccc(NC(C)=O)cc2)CC3)c(C)c1
-18%	CCC1=C(OC(=O)N(CC)CC)N2C(=O)OC(=NCCOC)[C@]2(C)[C@H]2C1=CC[C@H]1C(=O)N(CC)C(=O)[C@H]12
0%	CC(=O)Nc1ccc(Cc2ccc3[nH]c(=O)cc(C)c3c2)cc1
-7%	COc1cccc(-n2c(N)c(C#N)c3ccc([N+](=O)[O-])cc3c2=O)c1
7%	CCC(=O)NNC(=O)CCC(=O)Nc1ccccc1
-2%[12.8 µM]	C[C@@H]1/C=C\CC(=O)OC[C@H](C)C(=O)N2CCC[C@@H]2C(=O)OC1
5%	COC(=O)C1=C(C)[C@H](O)[C@@H](C)[C@](C)(c2cc(OC)c(C)c(OC)c2COc2ccccc2)O1
-6%[12.8 µM]	CCCNC(=O)OC[C@@H]1O[C@H](CCO/N=C(\C)CCN2CCc3nc(CC)c(CC)cc3C2)C=C[C@@H]1Oc1ccc(OC)cc1
-5%	CCN(CC)S(=O)(=O)c1ccc(NC(=O)c2nc3nc(C)cc(C)n3n2)cc1
2%	COc1cccc(NC(=O)C(c2ccccc2)N2CCNC(=O)C2)c1 (stereo not given)
-6%	COc1cccc2[nH]c3c(N4CCN(Cc5ccc6c(c5)OCO6)CC4)ncnc3c12
-1%	S=C(Nc1ccccc1)N1CCN(C(=S)Nc2ccccc2)CC1
-7%	O=C(Nc1ccc(Cl)cc1)[C@@H]1[C@@H]2C(=O)N(c3ccc(Cl)cc3Cl)C(=O)[C@@H]2[C@H]2C=CC=NN21
-11%	O=S(=O)(O)Oc1c[nH]c2ccccc12
3%	O=C(O)c1cccc(N2C(=O)CCC2=O)c1
-2%	FC(F)(F)c1cc(NC(=S)NC(c2ccccc2)c2ccccc2)cc(C(F)(F)F)c1
-7%	CC(N)CN (stereo not given)
?	Clc1ccccc1CSc1nncn1-c1cccnc1
-10%	O=C1CCCC(=O)N1c1ccc(N2CCN(c3ccc([N+](=O)[O-])cc3)CC2)c([N+](=O)[O-])c1
1%	O=S(=O)(/N=C/c1c(O)ccc2ccccc12)c1cccs1
-8%	COc1nccnc1NS(=O)(=O)c1ccc(N=Cc2c(C)[nH]n(-c3ccc(Cl)cc3)c2=O)cc1
